# Screening data as filed in PubChem BioAssay.
# hcDAF-12 act – H. contortus DAF-12 activation, primary screen; HEK293 hcDAF-12 lit1-tk-luc reporter, luminescence; 0% DMSO, 100% Δ7-dafachronic acid; activation, % at 6.8 µM; hit rate 1.4% among 370,000; AID 652067;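 active = activation above the mean of all tested compounds plus 3 SD, cut at about 5.5% in these data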;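 also: 100% = response to 3 µM Δ7-dafachronic acid high control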
# DAX1 inh-1 – DAX1 (NR0B1) inhibition, primary screen; HEK293T StAR-luciferase reporter, SF-1/DAX-1 repression relief; inhibition, % at 6.8 µM; hit rate 1.1% among 370,000; AID 652010;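 active = inhibition above the mean over all tested compounds plus 3 SD, cut at about 3.6% in these data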;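 also: 0% = DAX-1 cells with DMSO and 100% = cells lacking DAX-1 with DMSO; higher inhibition means more luminescence from relief of DAX-1 repression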
# ADAM10 inh – inhibits human ADAM10; hit rate 0.62% among 370,000; recombinant ADAM10, EDANS/DABCYL FRET peptide cleavage, 3 h; inhibition, % at 7 µM; O14672;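 active = inhibition above a per-campaign cutoff equal to the mean of compounds falling between control-based bounds plus 3 SD, cut at about 20% in these data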;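 also: 0% = DMSO wells while the 100% control is not disclosed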
# GAA850 FXN act – activators of GAA850 frataxin (FXN) promoter. HEK293 lucGAA850 FXN promoter luciferase reporter, 24 h; percent of 10 µM SAHA response. activation, % at 6 µM. hit rate 0.56% among 360,000;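 active = activation above the average of all compounds screened plus 3 SD, cutoff fixed separately per campaign, cut at about 7.5% in these data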;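 also: 0% = DMSO wells and 100% = 10 µM SAHA wells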
# PLC-beta3 inh – inhibitors of human phospholipase C beta3; Q01970; inhibition, % at 12.2 µM; AID 720704; hit rate 0.18% among 370,000; Purified PLC-beta3, fluorogenic substrate, fluorescence; in the data active = inhibition above about 11%;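 also: 0% = median of compound wells on plate and 100% = full blocker control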
# HGIII-sPLA2 inh – Inhibits HGIII-sPLA2 liposome hydrolysis, primary screen; Q9NZ20; QFRET BODIPY PC-A2 liposome hydrolysis, fluorescence; inhibition, % at 12.2 µM; hit rate 0.56% among 370,000; AID 743126;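 active = inhibition above mean plus 3 SD of compounds lying within the high and low control bounds, cut at about 19% in these data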;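 also: 0% = median of test compound wells and 100% = no enzyme DMSO wells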
# PLCg1 inh – blocks human PLC-gamma1 enzyme activity | P19174 | purified PLC-gamma1, fluorogenic substrate, fluorescence | inhibition, % at 12.2 µM | hit rate 0.84% among 370,000 | AID 720700; in the data active = inhibition above about 9.5%
# ssDAF12 agonist – activates DAF-12 receptor from parasite S. stercoralis; HEK293 ssDAF-12/GRIP1 lit1-tk-luc reporter, luminescence; % of 3 µM dafachronic acid response; activation, % at 6.8 µM; hit rate 1% among 370,000;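 active = activation above the mean over all tested compounds plus 3 SD, cut at about 0.9% in these data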;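 also: 0% = DMSO-only wells and 100% = 3 µM delta7-dafachronic acid wells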
# hgDAF-12 ag – agonists of H. glycines DAF-12 nuclear receptor; hit rate 1.8% among 370,000; activation, % at 6.8 µM; AID 687014; HEK293 GAL4-hgDAF12 UAS-luciferase reporter, agonist luminescence; normalized to butyrate control;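 active = activation above a cutoff set at the mean of all screened compounds plus 3 SD, cut at about 10% in these data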;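 also: 0% = DMSO wells and 100% = sodium butyrate wells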
# DAX1 inh-2 – inhibitors of human orphan nuclear receptor DAX1 (NR0B1); HEK293 Gal4-DAX1 luciferase reporter, luminescence; inhibition, % at 6.75 µM; P51843; AID 504766; hit rate 0.99% among 340,000;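 active = inhibition above the mean over all tested compounds plus 3 SD, cut at about 4.2% in these data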;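 also: 0% = DAX1-transfected cells with DMSO and 100% = empty-vector control cells with DMSO; inhibition shows as a rise in luminescence from relieved DAX1 repression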
# Target sequence (P51843 207-470 limits assumed): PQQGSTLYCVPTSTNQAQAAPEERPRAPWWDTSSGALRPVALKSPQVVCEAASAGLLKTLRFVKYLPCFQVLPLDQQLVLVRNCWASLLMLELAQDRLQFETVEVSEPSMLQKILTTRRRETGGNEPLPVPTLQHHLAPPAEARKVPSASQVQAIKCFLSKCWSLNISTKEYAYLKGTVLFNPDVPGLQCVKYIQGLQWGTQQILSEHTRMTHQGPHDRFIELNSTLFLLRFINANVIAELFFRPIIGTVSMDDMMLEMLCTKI
# ADAM17 inh – inhibitors of human ADAM17. hit rate 0.83% among 370,000. inhibition, % at 6.95 µM. P78536. recombinant ADAM17, EDANS/DABCYL FRET peptide cleavage;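 active = inhibition above the mean of compounds lying between control limits plus 3 SD, set per campaign, cut at about 8.5% in these data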;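 also: 0% = DMSO-only wells as the low control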
# Target sequence (P78536 215-824 limits assumed): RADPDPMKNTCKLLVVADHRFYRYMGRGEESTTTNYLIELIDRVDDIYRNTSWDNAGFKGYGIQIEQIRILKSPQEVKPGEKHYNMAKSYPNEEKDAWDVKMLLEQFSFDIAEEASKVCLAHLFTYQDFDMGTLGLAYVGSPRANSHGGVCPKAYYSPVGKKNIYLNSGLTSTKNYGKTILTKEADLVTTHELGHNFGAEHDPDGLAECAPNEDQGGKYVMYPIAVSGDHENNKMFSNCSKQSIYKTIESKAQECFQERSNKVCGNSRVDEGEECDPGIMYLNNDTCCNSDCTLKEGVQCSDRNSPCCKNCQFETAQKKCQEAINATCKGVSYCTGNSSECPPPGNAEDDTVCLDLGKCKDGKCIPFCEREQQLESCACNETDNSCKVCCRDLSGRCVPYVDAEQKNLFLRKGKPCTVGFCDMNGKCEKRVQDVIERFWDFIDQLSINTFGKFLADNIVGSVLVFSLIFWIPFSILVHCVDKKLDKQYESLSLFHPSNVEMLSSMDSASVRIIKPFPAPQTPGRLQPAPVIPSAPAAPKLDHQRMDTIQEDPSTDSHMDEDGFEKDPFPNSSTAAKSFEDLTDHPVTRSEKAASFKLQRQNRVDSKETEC
# * = called active by the depositor; i = inactive; · = no result given.
SMILES	hcDAF-12 act	DAX1 inh-1	ADAM10 inh	GAA850 FXN act	PLC-beta3 inh	HGIII-sPLA2 inh	PLCg1 inh	ssDAF12 agonist	hgDAF-12 ag	DAX1 inh-2	ADAM17 inh
COc1ccc(C(=O)N2CCc3cc(OC)c(OC)cc3C2)cc1OC	-2.2	-0.4	-8	1.5	-1	3	-2	-1.3	-0.9	-0.5	-1
Cc1cc2c(N)cccc2nn1	-2.2	-0.1	0	3.5	-30	-16	-18	-1.5	-1.7	0.2	-5
Cc1cc2cc(CNC(=S)Nc3ccc(OC(F)(F)F)cc3)ccc2n1C	2.3	-0.6	-13	1.6	-37	13	-29	-1.6	1.8	0.4	-1
O=C(COc1ccc(Cl)cc1)N(Cc1cccs1)C1CCS(=O)(=O)C1 (stereo unspecified)	-0.6	-0.9	-2	0.7	-1	-1	0	-0.5	-0.2	-0.3	-1
CC(C)(C)c1ccc(COc2ccsc2C(=O)O)cc1	-0.4	1.8	0	3.5	-5	2	-2	-1.2	3.3	-0.2	0
COc1ccc(NS(=O)(=O)c2ccc3c(c2)CCCN3C(C)=O)cc1	-0.2	-0.3	-6	0.2	-496	-1	1	-1.2	1.5	-0.5	-2
COc1ccc(OCCSc2nc3ccccc3n2CCC(=O)O)cc1	-2.1	-0.3	-3	3.0	-6	1	0	-0.3	-0.8	-1.6	-2
Cc1nnsc1C(=O)N1CCCC(C(=O)c2ccc(C(F)(F)F)cc2)C1 (stereo unspecified)	-1.4	-0.3	6	3.0	4	-1	4	-1.5	-3.1	0.2	0
O=C(C[n+]1ccccc1)N/N=C/c1cc(Br)ccc1O	1.1	-0.7	-3	1.9	-11	-3	-5	-1.0	-1.4	0.1	-4
Cc1nnc(SC(C)C(=O)NC2CCCCC2C)n1N (stereo unspecified)	-2.0	-0.1	2	0.2	-3	0	5	-0.9	-1.1	4.3*	0

# 5 compounds drawn at random from the list so far:
SMILES	hcDAF-12 act	DAX1 inh-1	ADAM10 inh	GAA850 FXN act	PLC-beta3 inh	HGIII-sPLA2 inh	PLCg1 inh	ssDAF12 agonist	hgDAF-12 ag	DAX1 inh-2	ADAM17 inh
COc1ccc(OCCSc2nc3ccccc3n2CCC(=O)O)cc1	-2.1	-0.3	-3	3.0	-6	1	0	-0.3	-0.8	-1.6	-2
COc1ccc(C(=O)N2CCc3cc(OC)c(OC)cc3C2)cc1OC	-2.2	-0.4	-8	1.5	-1	3	-2	-1.3	-0.9	-0.5	-1
Cc1cc2cc(CNC(=S)Nc3ccc(OC(F)(F)F)cc3)ccc2n1C	2.3	-0.6	-13	1.6	-37	13	-29	-1.6	1.8	0.4	-1
O=C(COc1ccc(Cl)cc1)N(Cc1cccs1)C1CCS(=O)(=O)C1 (stereo unspecified)	-0.6	-0.9	-2	0.7	-1	-1	0	-0.5	-0.2	-0.3	-1
Cc1nnc(SC(C)C(=O)NC2CCCCC2C)n1N (stereo unspecified)	-2.0	-0.1	2	0.2	-3	0	5	-0.9	-1.1	4.3*	0

# Continuation:
SMILES	hcDAF-12 act	DAX1 inh-1	ADAM10 inh	GAA850 FXN act	PLC-beta3 inh	HGIII-sPLA2 inh	PLCg1 inh	ssDAF12 agonist	hgDAF-12 ag	DAX1 inh-2	ADAM17 inh
COC(=O)c1sccc1NC(=O)Nc1cccc(C)c1	3.4	0.3	-4	3.1	-3	7	-1	-1.1	5.6	3.5	-3
COC(=O)[C@]12C[C@H](CC(=O)NCc3ccc(OC)c(OC)c3)C(=O)N(Cc3ccccc3)C1=C[C@H](C(C)(C)C)O[C@@H]2C	-0.9	1.9	-2	·	2	-10	-1	-1.0	1.1	·	1
COC(=O)CSc1nnc(-c2c[nH]c3ccccc23)o1	1.5	-0.5	-1	0.8	-3	-5	2	-0.4	2.0	1.8	-3
Oc1ccccc1-c1cc(-c2cccc(F)c2)n[nH]1	21*	4.4*	21*	6.6	0	-41	5	2.4*	24*	2.7	5
COc1ccc(-c2c(C)oc3cc(O)cc(O)c3c2=O)cc1OC	-1.3	0.3	-7	-0.3	-23	-14	-18	-1.3	1.1	3.0	-1
CCCN(CCC)C1Sc2ccc(C(=O)OC)cc2NC1=O (stereo unspecified)	-1.4	-0.5	0	-1.3	0	8	1	-1.0	1.4	0.6	-2
CCOc1ccc(NC(=O)N2CCN(c3nc4ccccc4s3)CC2)cc1	-2.4	-1.4	-4	-3.6	6	5	2	-2.0	-3.2	0.9	0
CCN(Cc1ccccc1)c1ccc(/C=N/NS(=O)(=O)c2cccc([N+](=O)[O-])c2)cc1	-1.9	-1.4	-6	3.1	-18	1	-17	-0.2	0.5	1.2	-3
CCOc1ccc2nc(SCC(=O)c3ccc(O)cc3O)sc2c1	0.2	0.0	0	1.8	-7	-25	-2	0.2	0.2	1.3	-5
Cc1cc(NC(=O)c2ccccc2)nc(C)n1	-1.2	0.1	-1	2.3	-7	0	1	-1.6	3.4	0.4	-6
CSCCC(NC(=O)OCc1ccccc1)C(=O)NCc1cccnc1 (stereo unspecified)	-1.3	-0.2	-7	0.5	-5	15	9.8*	-1.5	-1.6	1.2	-7
C=CCNC(=O)c1cc(-c2ccc3c(c2)OCO3)on1	5.4	1.4	-4	0.6	2	4	1	0.0	8.2	0.8	-4
COc1cc(/C=C/c2ccc3cccc(O)c3n2)cc(OC)c1OC	-4.7	-1.2	-12	-5.5	-63	-9	-58	-1.9	-9.3	-3.4	-2
Cc1cc(Nc2ccccc2Cl)nc(-c2ccccc2O)n1	-2.7	-0.7	11	1.8	-83	3	-53	-1.5	-0.1	-1.1	2
CC(CCc1ccccc1)NC(=O)Cc1ccc(Br)cc1 (stereo unspecified)	-0.3	0.8	15	1.3	5	-7	1	-1.4	-3.7	0.2	3
COc1ccc2[nH]cc(C(=O)CN3CCCCC3C)c2c1 (stereo unspecified)	3.0	-0.5	-4	·	-10	2	-5	0.2	-0.8	·	-3
COc1ccc(Cl)cc1/C=N/NC(=O)c1c(-c2ccccc2)noc1C	0.2	1.0	-18	1.2	-15	0	-5	-1.7	-0.2	-0.1	-2
Cc1ccc(OCCCC(=O)Nc2nncs2)cc1	-1.3	-0.4	-1	1.8	3	-11	2	-0.7	-0.9	-0.3	-1
CCN(C(=O)C(C)Cl)c1ccccc1 (stereo unspecified)	-1.4	0.1	7	-1.2	-4	-3	2	-1.2	2.9	1.4	-1
Cc1ccc(C)c(NC(=O)COC(=O)COc2cccc3c2OC(C)(C)C3)c1	-1.4	-2.1	0	0.1	5	-2	-1	-1.6	-0.1	1.1	0
O=C(COC(=O)c1cc([N+](=O)[O-])ccc1N1CCOCC1)NCCc1ccccc1	1.6	-1.2	-6	1.0	-10	-3	1	-0.6	-1.4	-0.2	-3
Cc1cccc(C2CC(c3ccccc3)=NN2c2ccc(S(N)(=O)=O)cc2)c1 (stereo unspecified)	-1.6	-0.9	i	2.1	i	1	i	-1.4	0.4	·	i
O=C(CSc1nncn1-c1ccccc1)Nc1cc(F)ccc1F	0.4	0.3	0	1.3	-1	0	0	-0.5	-0.4	-0.7	0
Cc1cc(C(=O)Cn2nc(C(=O)O)c3ccccc3c2=O)c(C)n1CCc1ccc(F)cc1	-0.1	-0.5	11	-0.3	4	-6	0	-1.1	-0.3	-1.1	1
CCn1c(=O)c(C(=O)CN2CCN(S(=O)(=O)c3ccccc3)CC2)c(N)n(Cc2ccccc2)c1=O	-0.6	0.6	7	1.6	-8	-26	1	-1.6	0.8	-1.2	2
CC(C)=CCC[C@](C)(O)C1CC[C@]2(C)C1[C@H](O)CC1[C@@]3(C)CC[C@H](O[C@@H]4O[C@H](CO)[C@@H](O)[C@H](O)[C@H]4O[C@@H]4O[C@H](CO)[C@@H](O)[C@H](O)[C@H]4O)C(C)(C)C3CC[C@]12C (stereo partly specified)	-1.0	0.6	-7	-3.2	-2	-8	1	-1.4	0.5	0.5	-1
CCOC(=O)[C@]12CCCC=C1N(Cc1ccc3c(c1)OCO3)C(=O)[C@H](CC(=O)NCC1CCCCC1)C2	1.0	0.4	5	·	7	-7	4	0.1	3.1	·	5
O=C(CSc1nc(=O)n2ccccc2n1)Nc1ccc2c(c1)OCO2	-2.3	0.7	-6	1.2	0	12	3	-0.4	-2.7	1.7	-4
CCCCOc1cccc(-c2nnc(N)s2)c1	0.2	0.2	-12	3.6	-4	0	-2	-1.6	4.4	0.8	-5
CC(C)n1c(CCC(=O)O)ccc1-c1ccccc1	-0.1	0.5	-389	0.9	-53	-3	-37	-1.9	-0.6	4.3*	-102
O=C1CCCN1CC(O)CS(=O)(=O)Cc1ccccc1 (stereo unspecified)	-0.1	-0.4	6	0.7	-2	5	-1	-1.1	-0.3	0.1	-5
O=S(=O)(NCCc1ccc(F)cc1)c1cccc2cccnc12	-0.3	0.4	-4	2.5	2	-1	-2	-1.6	-1.8	·	-3
COc1cccc(N2C(=O)C3NN=C(C(=O)CN4C(=O)c5ccccc5C4=O)C3C2=O)c1 (stereo unspecified)	-0.7	1.2	-1	-1.2	-6	6	-5	-1.0	0.3	·	-4
Cc1ccc(NC(=O)CSc2nc(N)c3c4c(sc3n2)CSC(C)(C)C4)cc1	-1.3	-1.6	2	2.3	-1	-4	0	-1.2	-0.5	-1.2	-1
CCOC(=O)c1ccc(NC(=O)C2CCN(S(=O)(=O)c3c(C)nn(C)c3C)CC2)cc1	-2.5	-0.3	3	-1.4	4	-9	4	-1.5	-0.2	2.4	2
Cc1ccc(S(=O)(=O)NC(=O)NCCCN2CCOCC2)cc1	7.6*	-0.4	-1	-0.8	-1	0	1	-0.4	-0.2	3.4	4
CCC(Sc1nc(C)cc(C)n1)C(=O)Nc1ccc(Cl)cn1 (stereo unspecified)	-2.5	-0.8	5	2.1	2	3	1	-1.2	0.0	-1.0	0
Cc1ccccc1OCc1nc(-c2ccc(-n3cccc3)cc2)no1	-0.9	0.0	-1	0.7	-1	0	2	-1.8	2.7	-0.1	-2
CCOCCCNCc1cccc(OC)c1	2.1	-0.7	5	-1.0	4	2	3	-1.0	0.9	0.2	-3
N/C(=N\OC(=O)Cc1cccs1)c1ccc(Cl)cc1	1.1	-0.6	-7	4.0	-8	-10	-1	0.1	4.5	0.5	-3
CC(C)C(C(=O)Nc1ccccc1)N1C(=O)c2ccccc2C1=O (stereo unspecified)	0.1	0.2	-9	0.1	4	7	0	-0.7	0.3	-0.7	0
COc1cccc(C(=O)CSc2nc3cccnc3n2C)c1	-2.0	-0.6	-4	-1.7	-2	-24	-2	-1.9	-0.1	0.0	-2
Cn1c(CNc2nc3ccccc3n2C)nc2ccccc21	3.3	1.8	1	-0.5	5	8	6	-0.2	11*	-0.2	4
O=C(Cn1cnc2c(cnn2-c2ccc(F)cc2)c1=O)NCC1CCCO1 (stereo unspecified)	-1.4	0.0	7	-0.8	5	8	2	-0.9	-2.9	-0.1	-1
